PLAP inhibition: PLAP enzyme inhibitors, biochemical, luminescence, HTS (AID 690). purified PLAP, luminescent substrate; higher % means a stronger effect. one-dose inhibition, % at 20 µM; IC50 in µM for titrated hits. actives 0.08% (n = 96,000); in the data active = a potency from the dose series; inactive = the rest, 99 in 100 with inhibition below about 30%; note: strong numbers were not always called active
NFkB transloc inh: blocks IL-1B driven NFkB nuclear translocation in HUVEC cells; HUVEC IL-1B NFkB p65 nuclear translocation imaging; actives 0.43% (n = 94,000); inhibition, % at 2 µM;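 active = inhibition above about 30% together with a positive call from visual inspection of the well image, limit read from the data; inconclusive = inhibition above a set limit but visual check negative; inactive = inhibition not above a set limit, visual check negative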;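 note: nuclear over cytoplasmic p65 intensity ratio measured by imaging; 0% = IL-1B stimulated DMSO wells and 100% = unstimulated DMSO wells; values of inactives mirror those of a sister screen read the other way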
MRP resist rev: MRP-mediated drug resistance reversal; H69AR cells + 2 uM doxorubicin, CellTiter-Glo, 72 h; differential viability (reversal), % at 10 µM; actives 0.04% (n = 85,000); AID 602;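 active = viability drop by adding the cancer drug above about 55%, with treated viability meeting a 40% cutoff, limit read from the data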;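 note: viability without doxorubicin minus viability with 2 µM doxorubicin for each compound; larger differential means the compound sensitizes cells more to doxorubicin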
Bcl-B TR3 displacers: displacers of TR3 peptide from Bcl-B, primary screen, selectivity assay for Bfl-1 inhibitor project, biochemical, fluorescence polarization. FP displacement of FITC-TR3 peptide from Bcl-B; higher % means a stronger effect. one-dose displacement, % at 20 µM; IC50 in µM for titrated hits. actives 0.11% (n = 96,000);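 active = displacement above 50% at 20 µM plus a fluorescence interference ratio under 1.5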;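 note: plate controls were wells without compound for no effect and wells lacking Bcl-B protein for full effect; a part of the inactive calls stands beside numbers as strong as those of hits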
IL1B NFkB pot: enhances IL-1B driven NFkB nuclear translocation; HUVEC IL-1B NFkB p65 nuclear translocation imaging; activation, % at 2 µM; actives 0.3% (n = 94,000);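 active = activation above 40%, about the mean plus 3 SD, also judged a hit on visual image review; inconclusive = activation above 40% but not a hit on visual review; inactive = activation not above 40% and no visual hit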;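 note: percent activation is computed from the nuclear over cytoplasmic p65 intensity ratio; values of inactives mirror those of a sister screen read the other way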
MRP resist rev cytotoxicity: second read-out of MRP resist rev, no call of its own (marks repeat the call); viability, %; H69AR cells, CellTiter-Glo, 72 h; measured here: cytotoxicity without doxorubicin
MRP resist rev with doxorubicin: also measured in MRP resist rev; calls as there; viability, %; measured here: viability with 2 uM doxorubicin; active compounds read low
NFkB transloc inh cell count 2 µM: recorded beside NFkB transloc inh, whose call it bears; cell count; measured here: cells passing quality filter;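 raw number of nuclei counted in each imaged well without normalization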
IL1B NFkB pot cell count 2 µM: recorded beside IL1B NFkB pot, whose call it bears; cell count; measured here: cells passing quality filter
* hit, by the source's call; ? = inconclusive; / = no result given. The list is partial; rates above refer to the full screens.

(1) Cc1cc(NS(=O)(=O)c2ccc(Br)s2)no1
(2) Cc1cc(N2CCC(C)CC2)nc2ccc(N3C(=O)CCC3=O)cc12
(3) CCOCCCN(Cc1cc2cc(C)cc(C)c2[nH]c1=O)C(=O)N(CC)CC
(4) CCn1c(SCC(=O)Nc2cc(C)on2)nnc1-c1ccco1
(5) COc1ccc(S(=O)(=O)N2CCN(C(=O)c3c(C)nn(-c4ccccc4)c3Cl)CC2)cc1

| Screen / compound no. | 1 | 2 | 3 | 4 | 5 |
| --- | --- | --- | --- | --- | --- |
| PLAP inhibition | / | -15% | -29% | -16% | -82% |
| NFkB transloc inh | 8 | / | -4 | 3 | -4 |
| NFkB transloc inh cell count 2 µM | 115 | / | 136 | 163 | 88 |
| MRP resist rev | 14 | 6 | 6 | -2 | -4 |
| MRP resist rev cytotoxicity | 104 | 87 | 69 | 108 | 90 |
| MRP resist rev with doxorubicin | 90 | 80 | 63 | 110 | 94 |
| Bcl-B TR3 displacers | / | -14% | 0% | -2% | -9% |
| IL1B NFkB pot | -8 | / | 4 | -3 | 3 |
| IL1B NFkB pot cell count 2 µM | 115 | / | 136 | 163 | 88 |

(6) CC1CCCCN1C(=O)CSc1nnc(Cc2ccccc2)n1C (stereo unspecified)
(7) Cc1cc(NC(=O)CN2CC3CC(C2)c2cccc(=O)n2C3)nc2c1c(=O)oc1ccccc12 (stereo unspecified)
(8) Cc1ccc(S(=O)(=O)Oc2ccccc2N2C(=O)C3CC=CCC3C2=O)cc1 (stereo unspecified)
(9) CC(C)c1ccc(N2C(=O)CSC23C(=O)N2CCCc4cccc3c42)cc1 (stereo unspecified)
(10) COc1ccc(CC(=O)N2CC3(C)CC2CC(C)(C)C3)cc1 (stereo unspecified)

| Screen / compound no. | 6 | 7 | 8 | 9 | 10 |
| --- | --- | --- | --- | --- | --- |
| PLAP inhibition | / | -49% | -18% | 1% | -23% |
| NFkB transloc inh | 9 | / | -8 | 0 | -14 |
| NFkB transloc inh cell count 2 µM | 95 | / | 167 | 162 | 121 |
| MRP resist rev | -11 | 10 | / | 21 | -1 |
| MRP resist rev cytotoxicity | 90 | 91 | / | 84 | 95 |
| MRP resist rev with doxorubicin | 101 | 81 | / | 62 | 96 |
| Bcl-B TR3 displacers | / | 9% | 17% | 0% | -10% |
| IL1B NFkB pot | -9 | / | 8 | 0 | 14 |
| IL1B NFkB pot cell count 2 µM | 95 | / | 167 | 162 | 121 |

(11) COc1ccc(Cn2nnnc2C(c2ccccc2Cl)N2CCN(C3CCCC3)CC2)cc1 (stereo unspecified)
(12) Cc1cc(OCC(=O)Nc2ccncc2)c(C)cc1Br
(13) CCCc1cc(=O)oc2c(CN3CCCC3)c(O)ccc12
(14) O=C1c2ccccc2C(=O)c2c(NCc3cccnc3)cccc21
(15) COc1cc(C2NC(=O)NC(C)=C2C(=O)OC2CCCCC2)cc(Br)c1O (stereo unspecified)

| Screen / compound no. | 11 | 12 | 13 | 14 | 15 |
| --- | --- | --- | --- | --- | --- |
| PLAP inhibition | -68% | -3% | -30% | 4% | -58% |
| NFkB transloc inh | 0 | -1 | 4 | 2 | -6 |
| NFkB transloc inh cell count 2 µM | 93 | 149 | 94 | 81 | 124 |
| MRP resist rev | -5 | -6 | -3 | / | -42 |
| MRP resist rev cytotoxicity | 84 | 90 | 105 | / | 59 |
| MRP resist rev with doxorubicin | 89 | 96 | 108 | / | 101 |
| Bcl-B TR3 displacers | 1% | 12% | 19% | -24% | -43% |
| IL1B NFkB pot | 0 | 1 | -4 | -2 | 6 |
| IL1B NFkB pot cell count 2 µM | 93 | 149 | 94 | 81 | 124 |

(16) CCOC(=O)N1CCN(C(=O)CSc2nc3ccccc3c(=O)n2-c2ccccc2)CC1
(17) Cc1ccc(CSCCNC(=O)CSCc2ccc([N+](=O)[O-])cc2)cc1
(18) Cc1ccc(-c2nc(-c3ccccc3)no2)cc1
(19) CCOC(=O)CNC(=O)CSc1ncnc2c1cnn2-c1ccc(C)cc1
(20) COc1cc(C(=O)N2CCN(c3ccc([N+](=O)[O-])cc3)CC2)ccc1OCc1c(C)noc1C

| Screen / compound no. | 16 | 17 | 18 | 19 | 20 |
| --- | --- | --- | --- | --- | --- |
| PLAP inhibition | -64% | 23% | 18% | 6% | -7% |
| NFkB transloc inh | 4 | 4 | -4 | 4 | -40 |
| NFkB transloc inh cell count 2 µM | 158 | 126 | 60 | 140 | 180 |
| MRP resist rev | 21 | / | 3 | 9 | 6 |
| MRP resist rev cytotoxicity | 87 | / | 103 | 93 | 38 |
| MRP resist rev with doxorubicin | 66 | / | 100 | 84 | 33 |
| Bcl-B TR3 displacers | -12% | -2% | -11% | 10% | 10% |
| IL1B NFkB pot | -4 | -4 | 4 | -4 | ? |
| IL1B NFkB pot cell count 2 µM | 158 | 126 | 60 | 140 | / |

(21) COc1ccc(Cl)cc1C(=O)NNC(=O)c1cccnc1
(22) Cc1cccc(OCC(=O)Nc2cc(C)c(C)cc2O)c1
(23) CSc1sc2ccccc2[n+]1CCCS(=O)(=O)[O-]
(24) Cn1c2ccccc2c2c(C(=O)NCCCN3CCCC3=O)cn(C3CCCCC3)c(=O)c21
(25) COc1ccc(Nc2nc(N)nc(CSc3nncn3C)n2)cc1

| Screen / compound no. | 21 | 22 | 23 | 24 | 25 |
| --- | --- | --- | --- | --- | --- |
| PLAP inhibition | 3% | 4% | 12% | -62% | 13% |
| NFkB transloc inh | -4 | 3 | 5 | 2 | -9 |
| NFkB transloc inh cell count 2 µM | 118 | 115 | 84 | 67 | 96 |
| MRP resist rev | / | -2 | / | -5 | -5 |
| MRP resist rev cytotoxicity | / | 84 | / | 62 | 85 |
| MRP resist rev with doxorubicin | / | 86 | / | 67 | 91 |
| Bcl-B TR3 displacers | 0% | 1% | 14% | 8% | 18% |
| IL1B NFkB pot | 4 | -3 | -5 | -2 | 9 |
| IL1B NFkB pot cell count 2 µM | 118 | 115 | 84 | 67 | 96 |

Part of the list above, with values under each structure:
Order of values: PLAP inhibition	NFkB transloc inh	NFkB transloc inh cell count 2 µM	MRP resist rev	MRP resist rev cytotoxicity	MRP resist rev with doxorubicin	Bcl-B TR3 displacers	IL1B NFkB pot	IL1B NFkB pot cell count 2 µM
#11 COc1ccc(Cn2nnnc2C(c2ccccc2Cl)N2CCN(C3CCCC3)CC2)cc1 (stereo unspecified)
 : -68%	0	93	-5	84	89	1%	0	93
#12 Cc1cc(OCC(=O)Nc2ccncc2)c(C)cc1Br
 : -3%	-1	149	-6	90	96	12%	1	149
#13 CCCc1cc(=O)oc2c(CN3CCCC3)c(O)ccc12
 : -30%	4	94	-3	105	108	19%	-4	94
#14 O=C1c2ccccc2C(=O)c2c(NCc3cccnc3)cccc21
 : 4%	2	81	/	/	/	-24%	-2	81
#15 COc1cc(C2NC(=O)NC(C)=C2C(=O)OC2CCCCC2)cc(Br)c1O (stereo unspecified)
 : -58%	-6	124	-42	59	101	-43%	6	124
#16 CCOC(=O)N1CCN(C(=O)CSc2nc3ccccc3c(=O)n2-c2ccccc2)CC1
 : -64%	4	158	21	87	66	-12%	-4	158
#17 Cc1ccc(CSCCNC(=O)CSCc2ccc([N+](=O)[O-])cc2)cc1
 : 23%	4	126	/	/	/	-2%	-4	126
#18 Cc1ccc(-c2nc(-c3ccccc3)no2)cc1
 : 18%	-4	60	3	103	100	-11%	4	60
#19 CCOC(=O)CNC(=O)CSc1ncnc2c1cnn2-c1ccc(C)cc1
 : 6%	4	140	9	93	84	10%	-4	140
#20 COc1cc(C(=O)N2CCN(c3ccc([N+](=O)[O-])cc3)CC2)ccc1OCc1c(C)noc1C
 : -7%	-40	180	6	38	33	10%	?	/
#21 COc1ccc(Cl)cc1C(=O)NNC(=O)c1cccnc1
 : 3%	-4	118	/	/	/	0%	4	118
#22 Cc1cccc(OCC(=O)Nc2cc(C)c(C)cc2O)c1
 : 4%	3	115	-2	84	86	1%	-3	115
#23 CSc1sc2ccccc2[n+]1CCCS(=O)(=O)[O-]
 : 12%	5	84	/	/	/	14%	-5	84

The list goes on:
(26) Cc1ccc(C(=O)CSc2nc(C)cc(C)c2C(N)=O)cc1
(27) Cn1c(CCCCCN)nc2ccccc21
(28) CCOC(=O)c1ccc(S(=O)(=O)N2CCN(CC3CC=CCC3)CC2)cc1 (stereo unspecified)
(29) COc1ccc(N(C(=O)c2cccc(OC)c2OC)C2C=CS(=O)(=O)C2)c(OC)c1 (stereo unspecified)
(30) CCNC(=O)c1c(C)[nH]c(C(=O)OCC)c1C
(31) Cc1ccc(NC(=O)Cn2c(=O)n(Cc3ccco3)c(=O)c3ccccc32)c(C)c1
(32) O=C(NCc1ccccc1)C1CCN(S(=O)(=O)N2CCCCCC2)CC1

| Screen / compound no. | 26 | 27 | 28 | 29 | 30 | 31 | 32 |
| --- | --- | --- | --- | --- | --- | --- | --- |
| PLAP inhibition | 9% | -78% | -20% | 2% | 7% | -42% | / |
| NFkB transloc inh | 6 | -6 | -4 | -22 | / | / | -19 |
| NFkB transloc inh cell count 2 µM | 165 | 148 | 191 | 110 | / | / | 119 |
| MRP resist rev | / | -20 | 12 | / | -10 | -1 | 13 |
| MRP resist rev cytotoxicity | / | 67 | 98 | / | 93 | 46 | 90 |
| MRP resist rev with doxorubicin | / | 86 | 86 | / | 102 | 47 | 77 |
| Bcl-B TR3 displacers | 1% | -12% | 4% | -2% | -9% | -1% | / |
| IL1B NFkB pot | -6 | 6 | 4 | 22 | / | / | 19 |
| IL1B NFkB pot cell count 2 µM | 165 | 148 | 191 | 110 | / | / | 119 |

Compound activity from PubChem BioAssay.
